Compound activity: PubChem, Southern Research Specialized Biocontainment Screening Center
M. tuberculosis HTS: M. tuberculosis growth inhibition, HTS (AID 449762); hit rate 0.59% among 330,000; one-dose inhibition, % at 25 µM; IC50 in µM for titrated hits; M. tuberculosis H37Rv growth inhibition, 7H9 media; higher % means a stronger effect; in the data active = a potency from the dose series; inconclusive = inhibition above about 70% without an active follow-up result;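 also: bacterial growth assessed after seven days of incubation; strong numbers were not always called active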
M. tuberculosis: growth inhibition of non-replicating M. tuberculosis (AID 488890); Mycobacterium tuberculosis non-replicating, growth inhibition; higher % means a stronger effect; inhibition, % at 25 µM, or IC50 in µM where a hit was titrated; hit rate 0.39% among 320,000; in the data active = a potency from the dose series; inconclusive = inhibition mostly from about 82% at the one dose, without a potency; inactive = the rest, 99 in 100 with inhibition below about 76%;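 also: plate controls were DMSO cells for no effect and high antibiotic wells for full effect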
inhibitors of VEEV: inhibitors of VEEV TC-83 cytopathic effect, confirmation, Vero cells (AID 588727). inhibition, % at 20 µM; hits with a dose series show IC50 in µM. Vero cells, VEEV TC-83 cytopathic effect inhibition; higher % means a stronger effect. hit rate 0.13% among 350,000; in the data active = a potency from the dose series; inconclusive = inhibition mostly from about 14% at the one dose, without a potency; inactive = the rest, 99 in 100 with inhibition below about 12%; also: strong numbers were not always called active
Salmonella PhoP GFP: PhoP regulon inhibitors, Salmonella typhi PhoP promoter GFP reporter, confirmatory (AID 1850); Salmonella Typhi PhoP-promoter GFP reporter, fluorescence, 4 h; higher % means a stronger effect; hit rate 0.33% among 310,000; inhibition, % at 50 µM, or IC50 in µM where a hit was titrated; in the data active = a potency from the dose series; inconclusive = inhibition mostly from about 25% at the one dose, without a potency; inactive = the rest, 99 in 100 with inhibition below about 19%;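 also: 0% = induced wells with vehicle and 100% = uninduced wells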
H1N1 NS1A inhibition: H1N1 influenza NS1A inhibitors, functional cell based assay (AID 504329); NS1A functional cell-based assay, percent inhibition; higher % means a stronger effect; inhibition, % at 12.5 µM, or IC50 in µM where a hit was titrated; hit rate 0.3% among 340,000; in the data active = a potency from the dose series; inconclusive = inhibition above about 27% without an active follow-up result; also: strong numbers were not always called active
inhibitors of VEEV 10K pilot screen: further read-out of inhibitors of VEEV, marked with its call; inhibition, %; measured here: 10K pilot screen inhibition
Starred values were filed as active, the others as inactive; i = inactive; ? = inconclusive; / = no result given; & = joins results of further samples. No enrichment for hits; about 1.6% have a hit in one of these screens.

Start of the data: the first 16 entries, to show the layout:
SMILES	M. tuberculosis HTS	M. tuberculosis	inhibitors of VEEV	Salmonella PhoP GFP	H1N1 NS1A inhibition	others
Cc1c(C(=O)NCCc2ccc(Cl)cc2)sc2nc3n(c(=O)c12)CCC3	-3%	30%	1.7%	-5%	1%
Cc1cc(C)cc(NC(=O)CN(C)S(=O)(=O)c2cnc[nH]2)c1	0%	1%	2.7%	1%	-4%
O=C(O)c1ccc(N(Cc2ccccc2)S(=O)(=O)c2ccccc2)cc1	0%&-5%	-9%&2%	1.0%	4%&-2%	-11%
O=C(COC(=O)COc1ccccc1)Nc1cccc([N+](=O)[O-])c1	0%	-5%	i	8%	2%
c1ccc(CCCN2CCN(c3ccccc3)CC2)cc1	0%	16%	i	-5%	-7%
O=C(CN1CCN(Cc2ccccc2)CC1)c1ccccc1	-5%	18%	1.1%	-13%	-9%
O=[N+]([O-])c1cc(-c2ncccn2)c([N+](=O)[O-])s1	13µM*	?	?	-6%	1%
COc1ccc(OC)c(-c2nc(CN(C)C(C)c3ccncn3)c(C)o2)c1 (stereo not drawn)	6%	14%	1.2%	3%	-5%
COC(=O)c1scc(C)c1N1C(=O)c2ccccc2C1=O	-10%	0%	i	11%	/
O=c1ccc2c([nH]1)CCCCCCCCCC2	-4%	-2%	i	-7%	-26%
c1ccc2c(c1)ncn2-c1ccc(-c2ccnc(-c3ccncc3)n2)cc1	-1%	3%	4.2%	6%	12%
COc1cccc(-c2nc(OC(C)C)c3ccccc3n2)c1	15%	-2%	1.0%	0%	-4%
O=CC1=C(c2ccccc2)Oc2ccccc2O1	-16%	?	48%	-6%	20%
CCCCCn1cnc2c(=S)nc(N)[nH]c21	/	/	i	/	3%
C[C@H](CO)N1C[C@H](C)[C@@H](CN(C)S(=O)(=O)c2ccccc2)Oc2ccc(NC(=O)C3CCCCC3)cc2C1=O	2%	53%	1.4%	/	-2%
Cc1nc2ccc(S(=O)(=O)c3ccc4nc(C)[nH]c4c3)cc2[nH]1	-8%	-9%	0.5%	8%	-7%

Main list, from the first entry:
SMILES	M. tuberculosis HTS	M. tuberculosis	inhibitors of VEEV	Salmonella PhoP GFP	H1N1 NS1A inhibition	others
Cc1c(C(=O)NCCc2ccc(Cl)cc2)sc2nc3n(c(=O)c12)CCC3	-3%	30%	1.7%	-5%	1%
Cc1cc(C)cc(NC(=O)CN(C)S(=O)(=O)c2cnc[nH]2)c1	0%	1%	2.7%	1%	-4%
O=C(O)c1ccc(N(Cc2ccccc2)S(=O)(=O)c2ccccc2)cc1	0%&-5%	-9%&2%	1.0%	4%&-2%	-11%
O=C(COC(=O)COc1ccccc1)Nc1cccc([N+](=O)[O-])c1	0%	-5%	i	8%	2%
c1ccc(CCCN2CCN(c3ccccc3)CC2)cc1	0%	16%	i	-5%	-7%
O=C(CN1CCN(Cc2ccccc2)CC1)c1ccccc1	-5%	18%	1.1%	-13%	-9%
O=[N+]([O-])c1cc(-c2ncccn2)c([N+](=O)[O-])s1	13µM*	?	?	-6%	1%
COc1ccc(OC)c(-c2nc(CN(C)C(C)c3ccncn3)c(C)o2)c1 (stereo not drawn)	6%	14%	1.2%	3%	-5%
COC(=O)c1scc(C)c1N1C(=O)c2ccccc2C1=O	-10%	0%	i	11%	/
O=c1ccc2c([nH]1)CCCCCCCCCC2	-4%	-2%	i	-7%	-26%
c1ccc2c(c1)ncn2-c1ccc(-c2ccnc(-c3ccncc3)n2)cc1	-1%	3%	4.2%	6%	12%
COc1cccc(-c2nc(OC(C)C)c3ccccc3n2)c1	15%	-2%	1.0%	0%	-4%
O=CC1=C(c2ccccc2)Oc2ccccc2O1	-16%	?	48%	-6%	20%
CCCCCn1cnc2c(=S)nc(N)[nH]c21	/	/	i	/	3%
C[C@H](CO)N1C[C@H](C)[C@@H](CN(C)S(=O)(=O)c2ccccc2)Oc2ccc(NC(=O)C3CCCCC3)cc2C1=O	2%	53%	1.4%	/	-2%
Cc1nc2ccc(S(=O)(=O)c3ccc4nc(C)[nH]c4c3)cc2[nH]1	-8%	-9%	0.5%	8%	-7%
CCOC(=O)CN/C=C(\C#N)c1ccccc1	6%	?	i	-7%	6%
Cc1ccc(C)c(NC(=O)CCCCCCCCCCC2COCCO2)c1 (stereo not drawn)	5%	-26%	0.7%	-7%	2%
O=C(Nc1ccc(Cl)cc1C(=O)Nc1ccc(Br)cn1)c1ccco1	1%	5%	i	1%	9%
Cc1ccccc1NC(=O)C(C#N)Cc1cccnc1 (stereo not drawn)	-7%	-4%	3.8%	0%	-8%
Cc1cc(C)n2cc(CSc3nnc(N)s3)nc2n1	1%	-10%	3.3%	-3%	2%
CCN1/C(=C\C=C2\C(=O)N(c3ccccc3)C(=S)N2C)Sc2ccccc21	/	/	0.8%	/	12%
COc1cc(C(=O)O/N=C(\N)c2cccc([N+](=O)[O-])c2)cc(OC)c1OC	-1%	-2%	1.4%	5%	-17%
O=C(NCc1ccccn1)c1ccc(Cl)c(S(=O)(=O)N2CCCCC2)c1	-9%	-3%	i	-2%	0%
CC(=O)NC(CC(=O)N(Cc1ccccc1)c1ccc(C)cc1)c1ccccc1 (stereo not drawn)	7%	25%	2.2%	-8%	3%
Cc1sc(-c2ccccn2)nc1OC(=O)c1ccc(F)cc1F	4%	-1%	1.9%	2%	-6%
CCCNC(=O)N1[C@H]2CC[C@@H]1C(C(=O)OC)=C(c1c(C)noc1C)C2	-1%	8%	0.5%	/	-2%
CCc1nc2ccc(C(=O)N3CCN(c4cccc(OC)c4)CC3)cc2nc1CC	6%	23%	11%	11%	5%
CC1(C)CC(CCC(=O)Nc2ccccc2Cl)C(=O)O1 (stereo not drawn)	-11%	2%	2.0%	-10%	-4%
COc1ccc(CCN=C(N)NS(=O)(=O)c2ccc3ccccc3c2)cc1	-2%	23%	1.5%	-21%	-1%
CCN(CC)C(=O)N1CCN(Cc2ccc3c(c2)OCO3)CC1	4%	12%	i	-1%	8%
CCOc1ccc(S(=O)(=O)NCc2cccs2)cc1C(C)C	/	/	3.5%	/	1%
C#CCOCCOCCOCCNc1nc(N2CCN(C(=O)[C@H](CCCN=C(N)N)n3cc(C(N)[C@@H](C)CC)nn3)CC2)nc(N2CCN(C(=O)[C@H](CO)n3cc([C@@H](N)C(C)C)nn3)CC2)n1 (stereo partly drawn)	8%	68%	i	/	-6%
O=c1[nH]c2ccc(Br)cc2o1	/	/	1.0%	/	-2%
COc1ccc(CNC(=O)c2ccccc2SCC(=O)NCc2ccco2)cc1	-5%	-10%	8.5%	/	-4%
Cc1ccc(N2C(=O)/C(=C\c3ccco3)SC2=S)cc1	-12%	9%	i	-2%	12%
CC(=O)Nc1ccc(S(=O)(=O)N2CCc3ccccc3C2)cc1	5%	9%	1.0%	-18%	2%
O=C(NC(=S)Nc1ccc2[nH]c(=O)[nH]c2c1)c1cc(Br)ccc1Cl	8%	2%	4.4%	-1%	-9%
CCCn1c(SCC(=O)NC(=O)NC(C)(C)C)n[nH]c1=O	-6%	-3%	0.3%	5%	-10%
Cc1[nH]nc(NNC(=O)c2ccccc2)c1[N+](=O)[O-]	-4%	-15%	0.6%	4%	/
Cc1cccc(-c2cc3nc(C)cc(N4CC(C)CC(C)C4)n3n2)c1 (stereo not drawn)	13%	51%	4.1%	11%	7%
COc1ccc(CC(=O)N[C@@H]2c3cc(OC)c(OC)cc3C[C@H]2OCc2ccccc2)cc1	/	/	0.7%	/	-6%
CN(C)c1ccc(NC(=O)Nc2ccc3c(c2)nnn3C)cc1	-1%	-8%	0.4%	-6%	1%
O=C1NC(=O)C(CCc2ccncc2)(CCc2ccncc2)C(=O)N1CCc1ccc(F)cc1	0%	24%	0.1%	-15%	-4%
O=C1CN(C(=O)c2ccccc2)C(c2ccccc2)c2cc(F)ccc2N1 (stereo not drawn)	1%	11%	0.3%	-8%	-3%
COc1ccc(-n2c(C)cc(C(=O)CSc3nnc(-c4cccs4)o3)c2C)cc1	4%	47%	i	0%	1%
COc1ccc(N2C(=O)CN=C2Nc2nc(C)cc(C)n2)cc1OC	/	/	4.0%	-4%	1%
CCOCCCNS(=O)(=O)c1ccc2c(c1)CCN2C(=O)CC	-3%	-1%	i	6%	-2%	inhibitors of VEEV 10K pilot screen=0.5
Cc1ccc(CN(C)C(=O)CN2C(=O)NC3(CCCC3)C2=O)o1	-6%	-16%	0.8%	/	8%
COC(=O)c1ccccc1NC(=O)N1CCN(c2ccc(F)cc2)CC1	3%	9%	7.7%	2%	-6%
CCCc1nc2ccccc2c(C(=O)OCC(=O)Nc2ccc(S(=O)(=O)N3CCOCC3)cc2)c1CC	?	17%	i	-5%	0%
COC(=O)c1ccc(CNC(=O)c2c3c(nc4ccccc24)CCN(Cc2ccccc2)C3)cc1	-13%	26%	8.2%	-2%	-6%
Cc1nn(C)cc1-c1csc(N)n1	-1%	1%	0.7%	16%	1%
O=C1CCCC(O)=C1Sc1cc(Cl)c(Cl)cc1Cl	0%	13%	1.0%	-11%	/
CCc1nc2sc3c(=O)n(N)cnc3c2c2c1COC(C)(C)C2	-5%	1%	/	-4%	/
CCO[C@H]1OC(C(=O)N2CCN(Cc3ccc4c(c3)OCO4)CC2)=C[C@@H](c2ccc(C(F)(F)F)cc2)[C@@H]1CCCO	2%	29%	i	11%	4%
COc1cc(O)c(NC(C)=O)c2nonc12	0%	5%	0.5%	-4%	-1%
Cc1nc2c(-c3ccccc3)c(C)nn2c(C)c1CCC(=O)NCc1ccco1	-10%	/	0.2%	0%	-10%
Cc1nonc1NC(=O)CSc1cn[nH]n1	0%	8%	1.6%	0%	0%
CCOC(=O)c1cc2sccc2n1CC(=O)N1CCCc2ccccc21	10%	23%	6.5%	-11%	4%

Later entries
SMILES	M. tuberculosis HTS	M. tuberculosis	inhibitors of VEEV	Salmonella PhoP GFP	H1N1 NS1A inhibition	others
Cn1c(=O)n(C)c2cc(N3CCOCC3)c(NC(=O)c3cccc(Cl)c3)cc21	2%	1%	0.9%	6%	0%
CCn1c2ccccc2c2nnc(SCC(=O)NCc3cccs3)nc21	-5%	-2%	8.0%	-4%	-2%
COc1ccc(OC)c(CCNC(=O)CS(=O)(=O)Cc2nc(-c3ccccc3Cl)oc2C)c1	6%	31%	1.6%	2%	0%
CC(=O)Nc1ccc(NC(=O)c2ccccc2C)cc1	1%	7%	1.2%	-3%	9%
Cc1ccc(OCC(=O)NC(C)c2ccccc2)c([N+](=O)[O-])n1 (stereo not drawn)	-4%	6%	0.2%	-4%	-10%
CC(C)(C)C1CCC(C(=O)OCC(=O)N2CCOCC2)CC1 (stereo not drawn)	4%	8%	i	-1%	-2%
CCCOc1ccc(C(=O)NNC(=S)NC(=O)c2ccco2)cc1	?	3.8µM*	>25µM*	75µM*	-18%
COc1ccc(C2SCC(=O)Nc3c2c(=O)[nH]n3C2CCCCCC2)cc1OC (stereo not drawn)	1%	19%	i	19%	1%
Cc1cc(C(=O)COC(=O)c2ccc3c(c2)NC(=O)CS3)c(C)n1CC1CCCO1 (stereo not drawn)	-1%	32%	12%	-3%	-15%
COc1ccc(CCNC(=O)CSc2nc3[nH]ncc3c(=O)n2-c2ccc(Cl)cc2Cl)cc1OC	3%	39%	6.4%	6%	-13%
COc1cccc(N2C(=O)CC(N3CCN(CCN=CC4=C(O)CC(C)(C)CC4=O)CC3)C2=O)c1 (stereo not drawn)	-2%	-5%	1.6%	-2%	-3%
O=S(=O)(NCCc1ccccc1)c1ccc(Cl)nc1	4%	-11%	i	-6%	-6%
NC(=O)NO	24%	-1%	i	1%	0%
CC1(C)S/C(=N/N=C/c2cccs2)NC1=O	-1%	34%	0.2%	4%	6%
O=C(NCC1CCCO1)C1CCN(C2CCN(Cc3cccs3)CC2)CC1 (stereo not drawn)	-8%	2%	0.1%	1%	-14%
Cc1ccc(C)c(NC(=O)c2cc(-c3cc(C)c(C)cc3O)n[nH]2)c1	4%	-12%	1.9%	-6%	4%
O=C(COC(=O)c1ccccc1NC(=O)c1ccco1)Nc1ncc(Cl)cc1Cl	10%	58%	2.4%	5%	8%
Cc1ccccc1OCC(=O)Nc1cccc(S(=O)(=O)NC2=NCCC2)c1	-6%	-6%	3.1%	/	-14%
O=C(c1cc2ccccc2cc1O)N1CCN(c2cccc(Cl)c2)CC1	57%	17%	2.6%	-15%	-9%
